AHR activator: human AHR activation; P35869; AHR-responsive luciferase reporter cells, luminescence; activation, % at 5 µM; hit rate 2.5% among 320,000; AID 2796; in the data active means activation above about 47%;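 further: 0% = vehicle wells and 100% = reference agonist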
ZTA DNA inh: ZTA (EBV) inhibition in EBNA-1 counter-screen; P03206; ZTA-DNA binding, fluorescence polarization; inhibition, % at 11 µM; hit rate 0.15% among 320,000; in the data active means inhibition above about 33%
RPL19A-GFP yeast: yeast TOR pathway RPL19A-GFP modulation. hit rate 0.3% among 330,000. S. cerevisiae RPL19A-GFP strain, flow cytometry, 3 h; hits give low values. AID 2025. percent response vs DMSO, % at 10 µM;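 active means percent response vs DMSO below 50%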;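 further: median channel GFP fluorescence of the barcoded RPL19A-GFP strain; ratio of sample median GFP to plate DMSO average so 100% = DMSO; lower means less RPL19A-GFP as with rapamycin TOR inhibition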
EBNA-1 inh: blocks EBNA-1 binding to DNA; hit rate 0.34% among 300,000; inhibition, % at 14.8 µM; EBNA-1 DNA binding, fluorescence polarization; in the data active means inhibition above about 28%
MEP2 TOR yeast: yeast TOR pathway MEP2-GFP modulation; AID 2016; S. cerevisiae MEP2-GFP strain, flow cytometry GFP, 3 h; 100% = DMSO control level; GFP response vs DMSO, % at 10 µM; hit rate 0.51% among 330,000;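 active means GFP response versus DMSO above a set limit, roughly screen mean plus 3 SD, cut at about 180% in these data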;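 further: median GFP fluorescence of the barcode-gated MEP2-GFP cells per well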
proCasp3 act: activates human procaspase-3. recombinant procaspase-3 D3A, Ac-DEVD-pNA absorbance 405 nm. activation, % at 8.5 µM. P42574. hit rate 0.11% among 330,000. AID 463141;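 active means activation above the mean of all tested compounds plus 3 SD, cut at about 21% in these data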;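 further: 0% = DMSO alone and 100% = DMSO wells spiked with extra 5 µM PC-3 D3A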
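Assay system: Procaspase-3 D3A mutant, all three cleavage aspartates alanine. Buffer or medium: Zinc-free HEPES saline buffer with Triton X-100. Times: 1 h compound preincubation, 2 h substrate hydrolysis at 25 °C. Measured by: 405 nm absorbance of p-nitroaniline, reads at 0 and 120 min. Read-out basis: percent activation relative to control range. Replicates: singlicate.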
LAP4 TOR yeast: modulators of TOR pathway LAP4-GFP in S. cerevisiae | GFP response vs DMSO, % at 10 µM | hit rate 0.34% among 320,000 | S. cerevisiae LAP4-GFP multiplex, flow cytometry GFP, 3 h; median GFP as percent of DMSO wells;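 active means GFP response vs DMSO above a set limit, about the screen mean plus 3 SD, cut at about 150% in these data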
proCasp7 act: counter-screen for procaspase-3 activators: activators of human procaspase-7; P55210; activation, % at 8.5 µM; hit rate 0.093% among 330,000; recombinant procaspase-7, Ac-DEVD-pNA absorbance 405 nm; D23A/D198A/D206A triple mutant, cannot self-cleave; scale: DMSO 0, 5 µM enzyme 100;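 active means percent activation above the screen-wide mean plus 3 SD, cut at about 25% in these data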
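System: Uncleavable procaspase-7 mutant enzyme; Amount: 2 µM procaspase-7 mutant as dispensed; Schedule: 1 h compound preincubation, 2 h substrate cleavage, 25 °C; Measured by: 405 nm absorbance of p-nitroaniline; Evaluation: percent activation from buffer-corrected 0–120 min absorbance change; Control set: low DMSO alone, high DMSO plus 5 µM PC-7.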
An asterisk follows results filed as active; [ ] = another dose, or the depositor's remark. Not a hit list, and some 3.8% of all compounds hit somewhere here.

What do the screens show for `CN(Cc1ccccc1Br)C(=O)CSc1nnnn1C1CC1`?
AHR activator: 22; ZTA DNA inh: 8; RPL19A-GFP yeast: 100; MEP2 TOR yeast: 96; proCasp3 act: 9; LAP4 TOR yeast: 101; proCasp7 act: -7

Results for CCn1nc(C)cc1C(=O)N1CCCC(C(=O)c2ccc3ccccc3c2)C1 (stereo unspecified) ?
AHR activator: 0; ZTA DNA inh: -5; RPL19A-GFP yeast: 97; EBNA-1 inh: 9; MEP2 TOR yeast: 99; proCasp3 act: 7; LAP4 TOR yeast: 99; proCasp7 act: -6

How did O=S(=O)(c1c(F)cccc1F)N1CCN(Cc2c(O)ccc3ccccc23)CC1 do in these assays?
AHR activator: 15; ZTA DNA inh: 4; RPL19A-GFP yeast: 93; MEP2 TOR yeast: 97; proCasp3 act: -10; LAP4 TOR yeast: 97; proCasp7 act: -23

How did N#Cc1c(N)n[nH]c1-c1cc2c([nH]1)CCCC2 do in these assays?
AHR activator: 0; ZTA DNA inh: -7; RPL19A-GFP yeast: 105; EBNA-1 inh: 3; MEP2 TOR yeast: 102; proCasp3 act: 3; LAP4 TOR yeast: 101; proCasp7 act: -2

How did Cc1ccccc1COC(=O)c1nn(-c2ccccc2)nc1N do in these assays?
AHR activator: 2; ZTA DNA inh: -2; RPL19A-GFP yeast: 101; EBNA-1 inh: 10; MEP2 TOR yeast: 99; proCasp3 act: 2; LAP4 TOR yeast: 94; proCasp7 act: -5

How did Cc1c(C(=O)NCCSCc2ccco2)cccc1[N+](=O)[O-] do in these assays?
AHR activator: 1; ZTA DNA inh: -4; RPL19A-GFP yeast: 107; EBNA-1 inh: 4; MEP2 TOR yeast: 105; proCasp3 act: 0; LAP4 TOR yeast: 99; proCasp7 act: 17

How did COc1ccc(OC)c(Nc2nc(NCCC(C)C)nc(N)c2[N+](=O)[O-])c1 do in these assays?
AHR activator: 20; ZTA DNA inh: 5; RPL19A-GFP yeast: 104; EBNA-1 inh: -5; MEP2 TOR yeast: 97; proCasp3 act: -8; LAP4 TOR yeast: 113; proCasp7 act: -2

How did CCCCCNC(=O)c1ccc(NS(=O)(=O)c2ccc3[nH]c(=O)[nH]c3c2)cc1 do in these assays?
AHR activator: -5; ZTA DNA inh: 0; RPL19A-GFP yeast: 105; EBNA-1 inh: 13; MEP2 TOR yeast: 108; proCasp3 act: 2; LAP4 TOR yeast: 106; proCasp7 act: 1

Results for COc1cccc2c1cc1c(=O)n(CC(=O)NCCCN3CCCCC3)nc(C)n12 ?
AHR activator: 1; ZTA DNA inh: -5; RPL19A-GFP yeast: 99; EBNA-1 inh: 2; MEP2 TOR yeast: 100; proCasp3 act: 3; LAP4 TOR yeast: 104; proCasp7 act: 1

What do the screens show for `Cc1ccc(NC(=O)CN(C)S(=O)(=O)c2cccc3cccnc23)c(C)c1`?
AHR activator: 3; ZTA DNA inh: -2; RPL19A-GFP yeast: 96; EBNA-1 inh: -9; MEP2 TOR yeast: 98; proCasp3 act: -3; LAP4 TOR yeast: 109; proCasp7 act: -3

Results for CC(Nc1cc(C)cc(C)c1)=[N+](C)CCNS(=O)(=O)c1ccc(Cl)cc1 ?
AHR activator: 1; ZTA DNA inh: 2; RPL19A-GFP yeast: 92[may fluoresce green]; EBNA-1 inh: 0; MEP2 TOR yeast: 108[may fluoresce green]; proCasp3 act: 2; LAP4 TOR yeast: 101[may fluoresce green]; proCasp7 act: -6

Results for O=C(c1ccccc1-c1ncc[nH]1)N1CCCC(Nc2ccc(F)cc2)C1 (stereo unspecified) ?
AHR activator: -2; ZTA DNA inh: 11; RPL19A-GFP yeast: 103; EBNA-1 inh: 15; MEP2 TOR yeast: 105; proCasp3 act: 0; LAP4 TOR yeast: 108; proCasp7 act: 6

How did CCOC(=O)Cc1csc(NC(=O)CCCCCN2C(=O)c3cccc4cccc(c34)C2=O)n1 do in these assays?
AHR activator: 8; ZTA DNA inh: 9; RPL19A-GFP yeast: 98; EBNA-1 inh: -2; MEP2 TOR yeast: 96; proCasp3 act: 15; proCasp7 act: 2

How did Cc1cc(C(=O)COC(=O)c2cc(Cl)ccc2N)c(C)n1Cc1ccco1 do in these assays?
AHR activator: 0; ZTA DNA inh: 0; RPL19A-GFP yeast: 102; EBNA-1 inh: 14; MEP2 TOR yeast: 108; proCasp3 act: -8; LAP4 TOR yeast: 98; proCasp7 act: 7

How did CCC(=O)c1ccc(OCC(=O)N(CC)CC(=O)Nc2ccccc2OC)cc1 do in these assays?
AHR activator: -2; ZTA DNA inh: -21; RPL19A-GFP yeast: 108; MEP2 TOR yeast: 115; proCasp3 act: 2; LAP4 TOR yeast: 112; proCasp7 act: 1

Results for COc1cc(N=C2C(=O)N3c4c(cccc42)C(C)=CC3(C)C)cc(OC)c1 ?
AHR activator: 1; ZTA DNA inh: -5; RPL19A-GFP yeast: 104; EBNA-1 inh: -2; MEP2 TOR yeast: 104; proCasp3 act: -5; LAP4 TOR yeast: 103; proCasp7 act: 2

How did O=C(NC1CCCCCCC1)C1CCN(S(=O)(=O)N2CCCC2)CC1 do in these assays?
AHR activator: 0; ZTA DNA inh: 13; RPL19A-GFP yeast: 102; EBNA-1 inh: -7; MEP2 TOR yeast: 104; proCasp3 act: 7; LAP4 TOR yeast: 101; proCasp7 act: -5

Results for Cc1ccc2c(Cl)c(C(=O)Nc3nn[nH]n3)sc2c1 ?
AHR activator: 1; ZTA DNA inh: 4; RPL19A-GFP yeast: 97; EBNA-1 inh: 1; MEP2 TOR yeast: 110; proCasp3 act: -1; LAP4 TOR yeast: 102; proCasp7 act: 3

Results for CCC(=O)n1nc(-c2ccc(OC)cc2)nc1SC ?
AHR activator: 5; ZTA DNA inh: 9; RPL19A-GFP yeast: 101; EBNA-1 inh: -1; MEP2 TOR yeast: 102; proCasp3 act: 5; LAP4 TOR yeast: 99; proCasp7 act: -5

Results for COc1ccccc1CCNC(=O)NC1CCCCC1 ?
AHR activator: 9; ZTA DNA inh: -1; RPL19A-GFP yeast: 109; EBNA-1 inh: 6; MEP2 TOR yeast: 106; proCasp3 act: 5; LAP4 TOR yeast: 89; proCasp7 act: 11

Results for CCOC(=O)[C@@H]1[C@H]2COc3ccc(Br)cc3[C@@H]2N2C(=O)N(c3ccc(F)cc3)C(=O)[C@@]12C ?
AHR activator: 0; RPL19A-GFP yeast: 92; MEP2 TOR yeast: 97; proCasp3 act: 0; LAP4 TOR yeast: 90; proCasp7 act: -4

How did O=C(CSc1nnc(CNC(=O)c2c(F)cccc2F)o1)NCc1ccccc1Cl do in these assays?
AHR activator: 9; ZTA DNA inh: 0; RPL19A-GFP yeast: 97; EBNA-1 inh: -9; MEP2 TOR yeast: 92; proCasp3 act: 4; LAP4 TOR yeast: 92; proCasp7 act: -1

What do the screens show for `CC(OC(=O)CCC(=O)c1cccs1)C(=O)NC1CCCCC1C` (stereo unspecified)?
AHR activator: 1; ZTA DNA inh: -6; RPL19A-GFP yeast: 96; MEP2 TOR yeast: 96; proCasp3 act: 3; LAP4 TOR yeast: 97; proCasp7 act: 0

How did CC(C(=O)NCC1CCCCC1)N(C)CC(=O)Nc1ccc(N2CCOCC2)cc1 (stereo unspecified) do in these assays?
AHR activator: 3; ZTA DNA inh: 5; RPL19A-GFP yeast: 101; EBNA-1 inh: -2; MEP2 TOR yeast: 108; proCasp3 act: -7; LAP4 TOR yeast: 98; proCasp7 act: 6

How did CC(C)c1csc(CN2CCC(CCC(=O)NCC3CCCO3)CC2)n1 (stereo unspecified) do in these assays?
AHR activator: 4; ZTA DNA inh: 5; RPL19A-GFP yeast: 97; EBNA-1 inh: 5; MEP2 TOR yeast: 103; proCasp3 act: -3; LAP4 TOR yeast: 99; proCasp7 act: 6

How did CCn1cc(C(=O)NCC(OC)OC)c(=O)c2cc(S(=O)(=O)N(C)C3CCCCC3)ccc21 do in these assays?
AHR activator: 2; ZTA DNA inh: -8; RPL19A-GFP yeast: 98; EBNA-1 inh: -23; MEP2 TOR yeast: 101; proCasp3 act: 6; LAP4 TOR yeast: 95; proCasp7 act: 17

What do the screens show for `Cc1onc(C(=O)N2CCN(c3ccccc3)CC2)c1[N+](=O)[O-]`?
AHR activator: -1; ZTA DNA inh: 5; RPL19A-GFP yeast: 108; EBNA-1 inh: -2; MEP2 TOR yeast: 109; proCasp3 act: 2; LAP4 TOR yeast: 97; proCasp7 act: -9

How did CC(=O)C1=C(C)NC(=O)NC1/C=C/c1ccccc1 (stereo unspecified) do in these assays?
AHR activator: -1; ZTA DNA inh: 14; RPL19A-GFP yeast: 105; EBNA-1 inh: 9; MEP2 TOR yeast: 102; proCasp3 act: 5; LAP4 TOR yeast: 97; proCasp7 act: 10

How did Cc1ccccc1OCC(=O)OCC(=O)NC1CC1 do in these assays?
AHR activator: 0; ZTA DNA inh: -2; RPL19A-GFP yeast: 111; MEP2 TOR yeast: 108; proCasp3 act: 6; LAP4 TOR yeast: 117; proCasp7 act: 4

How did CN(C)S(=O)(=O)c1cccc(NC(=O)c2cc(-c3cccs3)nc3ccccc23)c1 do in these assays?
AHR activator: 9; ZTA DNA inh: 0; RPL19A-GFP yeast: 97; EBNA-1 inh: 0; MEP2 TOR yeast: 104; proCasp3 act: 5; LAP4 TOR yeast: 95; proCasp7 act: -6

How did Cc1ccc(N)cc1NC(=O)CN1CCOCC1 do in these assays?
AHR activator: 0; ZTA DNA inh: -11; RPL19A-GFP yeast: 94; EBNA-1 inh: 6; MEP2 TOR yeast: 96; proCasp3 act: 13; LAP4 TOR yeast: 82; proCasp7 act: 26*

What do the screens show for `CC(OC(=O)C1=Cc2ccccc2OC1)C(=O)NC(C)(C)C` (stereo unspecified)?
AHR activator: -1; ZTA DNA inh: 5; RPL19A-GFP yeast: 97; EBNA-1 inh: 6; MEP2 TOR yeast: 93; proCasp3 act: 4; LAP4 TOR yeast: 110; proCasp7 act: 2

Results for CC(C)CCn1cnc2c(cnn2-c2ccc(Cl)cc2)c1=O ?
AHR activator: -3; ZTA DNA inh: 5; RPL19A-GFP yeast: 93; EBNA-1 inh: -1; MEP2 TOR yeast: 98; proCasp3 act: 4; LAP4 TOR yeast: 98; proCasp7 act: 0

Results for COc1ccc(N/C(N)=N/c2nc(CSc3nnc(C)s3)cc(=O)[nH]2)cc1 ?
AHR activator: 11; ZTA DNA inh: -15; RPL19A-GFP yeast: 97; EBNA-1 inh: 4; MEP2 TOR yeast: 105; proCasp3 act: 1; LAP4 TOR yeast: 105; proCasp7 act: 4

What do the screens show for `Cc1cc(C)c(C#N)c(SCc2ccc([N+](=O)[O-])cc2)n1`?
AHR activator: -1; ZTA DNA inh: 2; RPL19A-GFP yeast: 93; EBNA-1 inh: 1; MEP2 TOR yeast: 95; proCasp3 act: 4; LAP4 TOR yeast: 109; proCasp7 act: -1

Three entries drawn at random from those above, as already listed:
How did CCn1cc(C(=O)NCC(OC)OC)c(=O)c2cc(S(=O)(=O)N(C)C3CCCCC3)ccc21 do in these assays?
AHR activator: 2; ZTA DNA inh: -8; RPL19A-GFP yeast: 98; EBNA-1 inh: -23; MEP2 TOR yeast: 101; proCasp3 act: 6; LAP4 TOR yeast: 95; proCasp7 act: 17

What do the screens show for `CC(OC(=O)CCC(=O)c1cccs1)C(=O)NC1CCCCC1C` (stereo unspecified)?
AHR activator: 1; ZTA DNA inh: -6; RPL19A-GFP yeast: 96; MEP2 TOR yeast: 96; proCasp3 act: 3; LAP4 TOR yeast: 97; proCasp7 act: 0

How did CC(C(=O)NCC1CCCCC1)N(C)CC(=O)Nc1ccc(N2CCOCC2)cc1 (stereo unspecified) do in these assays?
AHR activator: 3; ZTA DNA inh: 5; RPL19A-GFP yeast: 101; EBNA-1 inh: -2; MEP2 TOR yeast: 108; proCasp3 act: -7; LAP4 TOR yeast: 98; proCasp7 act: 6
